Compound activity as filed in PubChem.
Dynein transport = dynein cargo transport inhibition | 3617.4 mouse cells, GR-EGFP nuclear translocation imaging; test concentration mostly 20 µM; stimulated with dexamethasone, 1 µM; active compounds read low | z-score, hits read low | actives 0.47% (n = 220,000) | AID 1381;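 active means plate z-score of nuclear minus cytoplasmic receptor signal below a set negative limit, without overly bright fluorescence or cell loss, cut at about -3.5 in these data, passing the limit was not always enough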;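 further: z-score of nuclear minus cytoplasmic ring GR-EGFP intensity difference per well; some compounds called inactive have numbers as strong as hits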
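Buffer or medium: tet-free, stripped-serum medium; reagent: dexamethasone at 1.0 µM final, 30 min; incubation: 48 h induction, 1 h compound, 30 min dex at 37 °C; measured by: formaldehyde fixation, Hoechst nuclear stain, 10x automated fluorescence imaging; read-out: nuclear-to-cytoplasmic GR-EGFP distribution per well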
MT stabilize HCS = stabilizes microtubules in HeLa cells; HeLa tubulin immunostaining HCS, 24 h; share of cells brighter than vehicle mean+2SD; % tubulin-high responders, % at 10 µM; actives 0.83% (n = 200,000);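 active means plate Z-score above 3 for both tubulin-high and condensed-nucleus cell shares, with cell loss under 80%, at 10 µM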;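 further: anti alpha tubulin signal scored within the nucleus-defined area of each cell; some results filed as inactive read as strong as hits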
CSM14.1 death rescue = protection against thapsigargin-triggered cell killing – 384-well, CSM14.1, ATP luminescence, primary screen (AID 1222) | CSM14.1 thapsigargin-induced death rescue, ATP luminescence; higher % means a stronger effect | cellular ATP content (survival), % at 20 µM, or EC50 in µM where a hit was titrated | 190,000 tested, under 10 active;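 active means EC50 below 50 µM in the dose-response confirmation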;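 further: death triggered by thapsigargin at about 15 µM added after 2 h compound pretreatment; cell ATP read after overnight thapsigargin exposure of roughly 18 to 22 hours; normalized against plate controls of thapsigargin alone and 5% DMSO vehicle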
Autophagy HCS = autophagy modulation, high-content screen; actives 0.98% (n = 190,000); MEF GFP-LC3 puncta imaging; test concentration mostly 10 µM; AID 463193; calls only at 10 µM (by protocol);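 active means percentage of spot-positive cells more than 3 SD above its plate mean, without a fluorescence outlier flag or 80% toxicity; inconclusive means no clear call, values can overlap the other calls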;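 further: spot-positive cell cutoff set from DMSO-treated cells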
M17LAP inhibition = P. falciparum M17LAP inhibitors, primary screen, biochemical, fluorogenic H-Leu-NHMec substrate, 1536-well (AID 1619); recombinant M17LAP, H-Leu-NHMec fluorogenic kinetic assay; higher % means a stronger effect; inhibition, % at 30 µM; hits with a dose series show IC50 in µM; actives 0.38% (n = 220,000);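 active means compound inhibiting the enzyme by more than half at any dose during confirmatory dose-response retesting; inconclusive means strong single-dose inhibitors picked by rank but not retested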;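 further: plate controls were full reaction with DMSO carrier for no effect and no enzyme background for full effect; strong numbers were not always called active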
K1F lysis inhibition = inhibition of K1F phage lysis, E. coli UTI89, bacterial capsule biogenesis inhibitors, alamar blue (AID 488966); actives 0.02% (n = 340,000); E. coli UTI89 K1F phage lysis, alamar blue, 2 h; higher % means a stronger effect; inhibition, % at 100 µM; hits with a dose series show IC50 in µM;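 active means phage lysis inhibition, versus mean bacterial control, above a set limit; inconclusive means no clear call, values can overlap the other calls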;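 further: capsule biogenesis inhibitors block K1F phage lysis so surviving cells raise fluorescence; higher fluorescence means more inhibition of phage lysis; actives were called in the ten point dose series up to 300 µM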
Insulin prom up = MIN6 insulin promoter up-regulation; z-score at 5 µM; actives 0.3% (n = 190,000); MIN6 insulin promoter-GFP reporter, high-content imaging; active compounds read high;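 active means z-score above 3 at 5 µM with at least 500 cells counted in the well; inconclusive means wells under 500 cells, flagged as cytotoxic or low count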
b-catenin transl = alters nuclear translocation of beta-catenin in HeLa cells; immunofluorescence imaging; nuclear translocation activity, % at 5 µM; actives 0.3% (n = 190,000);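 active means nuclear translocation activity above 50% at 5 µM, with a well cell count of 50 or more; inconclusive means wells under 50 cells across six images, flagged as toxic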;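 further: per-cell ratio of nuclear to cytoplasmic median beta-catenin stain intensity; plate controls were DMSO negative control for no effect and GSK-3 inhibitor IX positive control for full effect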
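assay system = human HeLa cells, endogenous beta-catenin | times = compound treatment 24 h, 37°C, 5% CO2 | detection = Anti-beta-catenin immunofluorescence on PFA-fixed, Triton-permeabilized cells, DAPI nuclei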
P. falciparum M1AAP = malaria alanyl aminopeptidase activity blockers – biochemical, fluorogenic H-Leu-NHMec substrate, 1536-well (AID 1445) | recombinant M1AAP, H-Leu-NHMec fluorogenic kinetic assay; higher % means a stronger effect | inhibition, % at 30 µM; hits with a dose series show IC50 in µM | actives 0.42% (n = 220,000);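 active means primary inhibition above the hit cutoff, then over 50% inhibition at one or more dose response concentrations, cut at about 23% in these data, passing the limit was not always enough; inconclusive means conflicting primary data, or primary hits not chosen for dose response; inactive means low primary inhibition, or under 50% at every dose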;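 further: plate controls were DMSO full reaction for no effect and no enzyme background for full effect; strong numbers were not always called active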
Dynein transport cytoplasmic EGFP = further read-out of Dynein transport, marked with its call; z-score; measured here: cytoplasmic GR-EGFP intensity; active compounds read high
Dynein transport nuclear GR-EGFP = second read-out of Dynein transport, no call of its own (marks repeat the call); z-score; measured here: nuclear GR-EGFP intensity;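 lower value marks the stronger effect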
Dynein transport cell count = further read-out of Dynein transport, marked with its call; z-score; measured here: cell count per field
Insulin prom up cell count = second read-out of Insulin prom up, no call of its own (marks repeat the call); cell count; measured here: cytotoxicity, nuclei count;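 total cells summed across four imaged fields per well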
b-catenin transl cell count 5 µM = further read-out of b-catenin transl, marked with its call; cell count; measured here: cell count, cytotoxicity flag
MT stabilize HCS Hoechst-high % = second read-out of MT stabilize HCS, no call of its own (marks repeat the call); % Hoechst-high responders; measured here: nuclear condensation Hoechst responders;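 share of cells brighter than vehicle mean plus two SD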
MT stabilize HCS cytotoxicity % = further read-out of MT stabilize HCS, marked with its call; toxicity, %; measured here: cytotoxicity by cell density;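 0% = mean cell density of plate MIN control wells and 100% = no cells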
Autophagy HCS cell loss 18 h = also measured in Autophagy HCS; calls as there; toxicity, %; measured here: cell loss, nuclei count;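 cell loss after 18 h compound exposure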
Numbers without * were called inactive; i = inactive; ? = inconclusive; . = no result given; + = active, no number; [ ] = dose if it differs, or a comment.

no.	Structure	Dynein transport	Dynein transport cytoplasmic EGFP	Dynein transport nuclear GR-EGFP	Dynein transport cell count	MT stabilize HCS	MT stabilize HCS Hoechst-high %	MT stabilize HCS cytotoxicity %	CSM14.1 death rescue	Autophagy HCS	Autophagy HCS cell loss 18 h	M17LAP inhibition	K1F lysis inhibition	Insulin prom up	Insulin prom up cell count	b-catenin transl	b-catenin transl cell count 5 µM	P. falciparum M1AAP
1	CCOC(=O)N1CCC(=NNC(=O)COc2ccc(C#N)cc2)CC1	0.79	-0.047	0.7	-1.1	6.7	2.3	8.3	-3.5%	i	1	-3%	1.5%[50 µM]	0.81	1578	-2.2	1103	8%
2	CCCNC(=O)N1CCN(c2nc(C(C)C)c3c(c2C#N)CC(C)(C)OC3)CC1	0.87	-0.056	0.59	-0.8	7.6	1.8	9.0	0.6%	i	34	5%	0.2%	?	.	.	.	5%
3	O/N=C/c1cc(Br)cc(Br)c1OCc1ccccc1	0.077	-0.36	0.25	-0.32	2.7	1.1	8.0	-2.1%	i	-2	-2%	1.5%	.	.	3.3	793	3%
4	O=C(c1ccc([N+](=O)[O-])cc1[N+](=O)[O-])n1cnc2ccccc21	0.46	-0.24	-0.12	0.63	2.1	2.1	8.3	0.0%	i	-4	0%	1.1%	0.77	1176	0.2	1064	2%
5	COc1ccccc1NC(=O)Nc1ccnn1Cc1cccs1	-0.81	-0.21	-0.3	0.44	1.4	1.3	4.0	-1.5%	i	4	14%	0.1%	0.37	1039	0.4	1165	10%
6	Cc1ccc(-c2nnc(SCC(=O)Nc3sc(C)c(C)c3C#N)n2C)cc1	-2.1	-0.24	-1	1.4	3.8	1.8	2.9	-3.4%	i	-13	3%	0.8%	.	.	5.3	497	-6%
7	Cc1ccc(S(=O)(=O)N2CCOCC2)cc1C(=O)NC(=S)N1CC(C)CC(C)C1 (stereo unspecified)	0.32	-0.24	0.31	-0.92	.	.	.	.	.	.	-6%	0.1%	-0.44	1131	1.4	1271	-1%
8	CC(C)(C)c1ccc(NC(=O)c2ccsc2)cc1	1.4	-0.24	0.66	-1.2	.	.	.	.	.	.	-5%	.	0.33	1038	-0.2	1303	3%
9	O=C1NC2(CCCC2)N=C1c1ccc(F)cc1	-0.4	-0.28	-0.37	1.1	1.1	1.2	4.9	-1.2%	i	-4	4%	0.2%	-0.77	772	.	.	-4%
10	S=c1[nH]nc(-c2ccccc2)n1CC1CCCO1 (stereo unspecified)	1.1	-0.092	0.47	0.21	3.4	2.4	8.9	1.5%	i	-8	-5%	1.9%	3.1*	1221*	0.2	1134	12%
11	NC(=O)COC(=O)CSc1cccc2cccc(Cl)c12	1	-0.32	0.76	-0.46	5.3	1.6	11	1.1%	i	5	5%	0.1%	-0.02	1230	-3.9	1117	3%
12	O=C(Oc1ccccc1)c1cccc(COC(=O)c2cnccn2)c1	-4.1	11	0.023	0.058	3.0	1.6	2.9	-2.2%	i	-1	-4%	5.7%	.	.	.	.	7%
13	C=CCc1ccc(OCCCCOc2ccc(C(=O)O)cc2)c(OC)c1	2.1	-0.31	0.78	-1.9	5.7	1.5	8.7	0.6%	i	-1	-3%	.	-0.24	1360	-0.4	1464	4%
14	Cc1nn(-c2ccc([N+](=O)[O-])cc2)c2c1C(c1cccc(Br)c1)N1C(=N2)C(=O)Nc2ccccc21 (stereo unspecified)	0.089	-0.016	-0.23	0.5	2.5	2.2	1.4	-0.9%	+	-14*	3%	1.9%	-0.41	815	0.1	936	1%
15	COc1cccc(NS(=O)(=O)c2ccc3c(c2)CCCN3C(C)=O)c1	-0.49	-0.1	-0.24	-0.18	2.0	1.3	7.4	-0.3%	i	-7	-4%	0.2%	.	.	-8.7	1161	1%
16	CCN(CC)S(=O)(=O)c1ccc2c(c1)N(CC(=O)Nc1cccnc1Cl)C(=O)CO2	-0.38	-0.24	-0.49	0.72	3.6	2.4	5.4	-0.6%	i	-15	-4%	-1.3%	-0.09	1148	-1.9	1050	7%
17	CC(=O)c1cccc(S(=O)(=O)NCC(c2ccco2)N2CCCCC2)c1 (stereo unspecified)	-0.85	3.7	0.56	-0.76	1.7	1.2	0.4	2.1%	i	-4	-2%	0.7%	-1.4	1036	5.3	1157	7%
18	Cc1ccc(/C(N)=N/OC(=O)c2ccc(F)cc2)cc1	0.42	-0.17	0.083	-0.55	3.7	1.1	8.8	-1.2%	i	-36	0%	-0.6%	-4.2	693	2.0	1013	3%
19	COCCNc1nc(CSc2ccccc2)nc2sc(C)c(C)c12	-0.68	-0.21	-0.54	0.16	4.3	2.3	6.8	0.6%	i	2	4%	4.0%	-1.5	1449	-0.6	1087	9%
20	COc1ccc(N2C(=O)CCC(C(=O)O)C2c2ccccc2OC)cc1 (stereo unspecified)	-0.34	-0.78	0.0012	0.017	.	.	.	.	.	.	11%	0.3%	0.09	1085	-1.2	1314	2%
21	Cc1sc2ncnc(SC(C)C#N)c2c1C (stereo unspecified)	-0.23	-0.17	-0.024	0.18	3.1	2.8	4.4	.	i	-15	-4%	1.0%	.	.	.	.	-1%
22	Cc1ccc(S(=O)(=O)NCCC2(C(C)C)CCOC(C)(C)C2)cc1 (stereo unspecified)	3	0.19	1.8	-1.8	1.5	0.6	5.1	1.0%	i	37	-1%	-1.8%	-0.8	982	1.1	1198	-5%
23	COc1ccccc1NC(=O)c1csc2c1CCCC2	-0.62	-0.11	-0.35	0.72	0.3	1.0	4.5	6.9%	i	0	-7%	1.0%	0.21	1574	-1.5	1352	1%
24	CN(C)S(=O)(=O)c1ccc(N2CCCC2)c(C(=O)Nc2nc(-c3cc(F)ccc3F)cs2)c1	0.11	-0.32	-0.35	0.33	1.7	4.1	4.7	-5.3%	i	-14	-3%	-0.2%	0.41	1358	.	.	16%
25	Cc1ccccc1-c1nnc(-c2cccs2)o1	0.07	-0.22	0.034	0.033	4.3	1.7	6.1	-0.7%	i	-28	-5%	0.7%	-0.23	1535	0.6	849	-3%
26	Cc1cc(C)n(-c2ccc(C(=O)Nc3cccc(S(=O)(=O)N4CCCC4)c3)cc2)n1	0.79	-0.3	0.056	0.3	6.1	1.4	8.2	0.9%	i	9	0%	-0.2%	-0.41	1058	-2.6	1076	-5%
27	Cc1ccc(C(=O)N/N=C\c2c(C)nn(-c3ccccc3)c2Cl)cn1	0.51	-0.27	0.18	0.45	2.7	1.8	8.4	-0.4%	i	18	-5%	-0.4%	-0.95	1406	0.1	1001	0%
28	Cc1nc(-c2ccc(NC(=O)c3ccccc3Br)cc2)cs1	-0.51	-0.29	-0.69	0.59	2.6	4.6	6.2	-0.8%	i	-11	-11%	1.7%[50 µM]	-0.39	1299	2.0	438	1%
29	CCOC(=O)CSc1nc2ccc(C)cc2[nH]1	-0.21	-0.25	-0.031	-0.23	3.3	1.7	4.9	-0.9%	i	-1	-7%	7.1%	.	.	-1.4	1133	-3%
30	CCCOc1ccc(C(=O)NCC(c2cccs2)N(C)C)cc1OC (stereo unspecified)	0.69	-0.18	0.45	0.044	1.4	2.0	8.9	-0.7%	i	5	-1%	4.6%	-0.26	1508	-0.2	928	0%
31	O=C(COC(=O)/C=C/c1ccco1)NCCc1ccccc1	-0.28	-0.14	-0.097	0.2	4.5	2.3	2.1	-0.8%	i	5	16%	3.4%	-0.18	1262	5.5	952	5%
32	O=[N+]([O-])c1cc(S(=O)(=O)N2CCCCC2)ccc1NCc1cccc(Cl)c1	-0.23	-0.23	-0.11	-0.44	3.6	3.0	3.4	0.9%	i	19	-1%	4.0%	-1	1521	1.5	1090	6%
33	OCC1(Cc2ccc(Cl)cc2)CCN(CC2CC=CCC2)CC1 (stereo unspecified)	2.3	-0.0059	0.91	-1.6	4.6	1.6	5.1	-1.4%	i	-24	-1%	-0.7%	0.93	1452	-1.5	1039	2%
34	Nc1ccc(Sc2cc(Cl)nc(N)n2)cc1	0.83	-0.21	-0.18	-0.53	1.3	0.6	0.5	-1.7%	i	5	-7%	-2.1%[50 µM]	-0.52	1759	0.4	984	-9%
35	Cc1[nH]n(-c2ccccc2)c(=O)c1C(c1ccc(O)c([N+](=O)[O-])c1)c1c(C)[nH]n(-c2ccccc2)c1=O	-0.19	-0.2	0.39	0.81	3.2	1.8	8.4	.	i	9	.	-1.6%	.	.	.	.	.
36	COC(=O)c1cc2c(ccn2-c2ccc(F)cc2)n1Cc1ccc(C#N)cc1	1.2	-0.28	0.22	-0.36	3.3	1.1	12	-2.7%	i	-9	8%	6.9%	-0.76	1160	1.6	987	12%
